OXTR agonist: activates the human oxytocin receptor. CHO-OTR cells, Fluo-8 calcium fluorescence; normalized: DMSO 0%, oxytocin 100%. activation, % at 3 µM. hit rate 0.32% among 320,000;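 active = activation above the mean of all tested compounds plus 3 SD, cutoff set per screening run, cut at about 20% in these data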;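 note: peak over basal fluorescence ratio from a 100 s FLIPR kinetic read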
IMP-1 inhibitor: inhibitors of Pseudomonas aeruginosa IMP-1 metallo-beta-lactamase | hit rate 0.45% among 290,000 | inhibition, % at 5.6 µM | purified IMP-1, nitrocefin hydrolysis, epi-absorbance fluorescence;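 active = inhibition above the mean plus 3 SD of all compounds in the same screening run, cut at about 4.5% in these data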;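 note: 0% = IMP-1 with DMSO and 100% = DMSO wells lacking enzyme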
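System: purified recombinant IMP-1 beta-lactamase. Medium: Zinc- and detergent-supplemented HEPES buffer, pH 7.1. Compound: one 5.6 µM dose […]. Schedule: 15 min preincubation plus 25 min reaction at 25 °C. Technique: Epi-absorbance fluorescence, 480 nm excitation, 530 nm emission.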
GalR3 antag: blocks the human galanin receptor 3. HEK293 GalR3-CNG cAMP membrane potential fluorescence; galR3 body fused to GalR1 C-terminus. inhibition, % at 3 µM. hit rate 0.44% among 360,000. AID 651719;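 active = inhibition above the screen-wide average plus 3 SD, cut at about 13% in these data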;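 note: forskolin and galanin both at EC90 stimulate the cells; cAMP rise reported by CNG channel membrane potential dye signal; 0% = forskolin plus galanin with DMSO and 100% = forskolin alone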
Target sequence (O60755 1-299 limits assumed): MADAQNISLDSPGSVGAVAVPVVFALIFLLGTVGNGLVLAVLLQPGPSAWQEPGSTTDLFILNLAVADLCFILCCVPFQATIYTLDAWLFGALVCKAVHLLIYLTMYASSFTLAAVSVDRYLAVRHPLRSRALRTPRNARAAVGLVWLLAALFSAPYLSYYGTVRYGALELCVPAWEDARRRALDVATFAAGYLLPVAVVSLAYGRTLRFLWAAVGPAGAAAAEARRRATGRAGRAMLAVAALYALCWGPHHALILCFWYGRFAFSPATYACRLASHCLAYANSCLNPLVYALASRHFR
GPR7 antagonist: antagonists of human GPR7 (neuropeptides B/W receptor 1). P48145. GPR7-expressing cells, fluorescence antagonist assay. AID 1861. inhibition, % at 4.4 µM. hit rate 1.1% among 290,000; in the data active = inhibition above about 16%, passing the limit was not always enough;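 note: cells stimulated with the agonist NPW; 0% = agonist with vehicle and 100% = vehicle without agonist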
FID counter: counter-screen for HCV NS3 helicase inhibitors: DNA intercalator displacement | hit rate 0.17% among 290,000 | AID 1845 | DNA fluorescent intercalator displacement, fluorescence | inhibition, % at 7.9 µM; in the data active = inhibition above about 37%;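 note: 0% = vehicle and 100% = reference compound; higher means more ethidium bromide displaced from hairpin DNA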
PHOSPHO1 block: inhibitors of human PHOSPHO1 phosphatase | inhibition, % at 13.3 µM | recombinant PHOSPHO1, absorbance phosphatase assay | hit rate 1.1% among 290,000; in the data active = inhibition above about 60%
Target sequence (Q8TCT1 whole entry, looked up): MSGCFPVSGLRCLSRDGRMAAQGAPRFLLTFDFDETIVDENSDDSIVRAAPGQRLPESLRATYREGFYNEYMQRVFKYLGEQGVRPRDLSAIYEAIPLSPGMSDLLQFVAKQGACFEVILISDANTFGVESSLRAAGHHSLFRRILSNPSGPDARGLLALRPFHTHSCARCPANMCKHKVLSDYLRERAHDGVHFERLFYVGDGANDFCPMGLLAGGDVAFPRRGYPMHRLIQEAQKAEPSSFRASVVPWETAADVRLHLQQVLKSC
V1aR counter: activates human V1a receptor in oxytocin agonist counter-screen. CHO-V1R cells, Fluo-8 calcium fluorescence, agonist mode; 0% DMSO, 100% 3 nM vasopressin. activation, % at 3 µM. hit rate 0.25% among 320,000. AID 2797;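 active = activation above the mean activation of all tested compounds plus 3 SD, per screening run, cut at about 20% in these data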;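 note: signal is peak over basal fluorescence ratio across a 100 second FLIPR read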
Target sequence (P37288 whole entry, looked up): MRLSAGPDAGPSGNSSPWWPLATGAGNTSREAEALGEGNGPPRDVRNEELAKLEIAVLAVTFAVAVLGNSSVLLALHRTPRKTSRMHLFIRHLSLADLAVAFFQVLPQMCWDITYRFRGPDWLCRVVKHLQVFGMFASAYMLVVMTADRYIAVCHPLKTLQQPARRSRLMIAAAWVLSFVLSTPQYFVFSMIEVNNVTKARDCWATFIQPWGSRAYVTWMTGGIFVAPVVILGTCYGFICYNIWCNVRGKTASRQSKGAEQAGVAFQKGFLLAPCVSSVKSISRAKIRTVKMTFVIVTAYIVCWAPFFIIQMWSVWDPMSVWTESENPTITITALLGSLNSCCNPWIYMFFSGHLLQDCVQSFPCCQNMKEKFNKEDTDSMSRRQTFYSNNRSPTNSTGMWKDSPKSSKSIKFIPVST
HCV NS3 hel inh: inhibitors of Hepatitis C virus NS3 helicase. NS3 helicase DNA unwinding, Cy5 molecular beacon fluorescence. inhibition, % at 10.9 µM. hit rate 0.56% among 290,000;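 active = inhibition above the mean of all tested compounds plus 3 SD, set per campaign, cut at about 35% in these data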;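 note: 0% = DMSO wells and 100% = thioflavine S control wells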
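Test system: hepatitis C virus NS3 helicase domain fragment enzyme. Also added: annealed dual-labelled DNA beacon duplex, ATP-started. Timing: 60 min unwinding reaction at 25 °C after ATP addition. Technique: Cy5 fluorescence. Measure: % inhibition of unwinding.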
VIM-2 inhibitor: inhibitors of Pseudomonas aeruginosa VIM-2 metallo-beta-lactamase. purified VIM-2, nitrocefin hydrolysis, epi-absorbance fluorescence. inhibition, % at 5.6 µM. hit rate 0.89% among 290,000. AID 1527;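 active = inhibition above the mean of all tested compounds plus 3 SD, cutoff set per screening run, cut at about 7.5% in these data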;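 note: red hydrolysis product quenches plate fluorescence so inhibitors raise well fluorescence; 0% = enzyme with DMSO and 100% = DMSO without enzyme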
Numbers without * were called inactive; nt = not tested or not shown.

SMILES	OXTR agonist	IMP-1 inhibitor	GalR3 antag	GPR7 antagonist	FID counter	PHOSPHO1 block	V1aR counter	HCV NS3 hel inh	VIM-2 inhibitor
COc1ccc(C(=O)Nc2ccc3c(c2)nc(CN2CCN(C(C)=O)CC2)n3C)cc1	0.3	-3.2	3	-3	-18	24	1.7	9	-2.0
Cc1ccc(S(=O)(=O)CCC(=O)Nc2nc(-c3ccncc3)cs2)cc1	1.1	-0.5	0	-1	-29	8	2.5	-1	-2.4
O=C(COC(=O)c1cccs1)Nc1cc(S(=O)(=O)N2CCOCC2)ccc1Cl	0.9	-0.1	-2	-5	-21	13	-0.4	-1	-1.0
CC1CC(C)CN(C(=O)C2CCCN(S(=O)(=O)c3cccc4nonc34)C2)C1 (stereo unspecified)	0.3	-1.5	-1	0	-5	2	-0.3	1	-1.9
Cc1cc(/C=N/n2cnnc2)c(C)n1-c1ccc(Cl)cc1	-2.1	-5.6	-11	-4	-10	-17	1.3	20	1.1
Cc1cc(C(=O)N2CCCC(C(=O)c3ccc(Oc4ccccc4)cc3)C2)n[nH]1 (stereo unspecified)	nt	-2.3	-1	-9	-46	17	nt	-19	-4.1
CCCOc1ccc(S(=O)(=O)NCCCN2CCOCC2)c2ccccc12	4.0	-1.5	-4	2	6	-3	1.6	-36	-1.1
Clc1ccc(SCc2cn3ccccc3n2)cc1	-2.6	-4.1	7	-1	4	1	-1.0	6	-4.3
CCNC(=O)C1CC(=O)N(c2ccc(Br)cc2)C1 (stereo unspecified)	0.0	-5.1	1	-19	0	1	0.0	3	-3.7
CCN(CC)S(=O)(=O)c1ccc(O)c(NS(=O)(=O)c2ccccc2F)c1	0.0	-3.5	-4	-8	-7	-18	1.4	7	-3.3
COc1ccc(CCNC(=O)CN(c2ccc(C)cc2)S(=O)(=O)c2c(C)noc2C)cc1OC	-0.9	-1.1	-1	-11	-33	4	-1.0	-6	-1.9
O=[N+]([O-])c1cccc2c(S(=O)(=O)N3CCOCC3)cccc12	-1.4	-1.5	-9	-4	-5	34	1.3	3	6.2
CC(C)C(NS(=O)(=O)c1cccc2nsnc12)C(=O)NC1CCCCC1C (stereo unspecified)	-2.2	-0.6	nt	-1	-8	32	-1.2	4	-2.3
CC1(OC(=O)C2CCCC2)C(=O)C=C2C=C(c3ccsc3)N(Cc3ccccc3)C=C2C1=O (stereo unspecified)	-2.6	nt	-4	nt	nt	22	-0.4	nt	nt
CNC(=O)c1c(NC(=O)c2cccc(N3C(=O)CCC3=O)c2)sc2c1CCCC2	-1.0	-3.3	-1	-9	-3	6	-0.2	4	-0.5
Cc1ccc(-c2nc3ncccc3o2)cc1NC(=O)c1cccnc1	0.0	-3.5	-3	0	0	17	-0.2	4	-1.2
O=C(NCCc1nc2ccccc2[nH]1)c1cccc(Br)c1	-0.8	-1.4	-3	-22	5	42	1.2	-15	-3.1
Cc1ccc(S(=O)(=O)N(C)C)cc1NC(=O)c1cc(-c2ccco2)nc2ccccc12	0.7	-3.5	nt	-7	-39	4	-0.2	17	-1.6
CCCCN(C)C(=O)c1nc2ccccn2c1CN1CCSCC1	0.0	-1.2	1	2	-5	10	-1.0	-20	-0.6
N#CCCN(C(=O)CSc1ccc2c(c1)OCCO2)c1ccccc1	-0.7	-3.2	-1	-4	-12	-3	0.5	-9	-2.4
CCOC(=O)N1CCN(C(=O)c2oc(=O)c3ccccc3c2-c2ccc(C)cc2)CC1	-2.4	-3.0	-2	0	-31	11	-1.1	2	-1.6
Cc1cc2[nH]c(=O)c(=O)[nH]c2cc1S(=O)(=O)N1CCC(C)CC1	0.2	-3.0	7	2	-20	23	0.7	9	-1.2
CCN1CCN(C(=O)C2c3cc(OC)c(OC)cc3C(=O)N(C)C2c2ccc(SC)cc2)CC1 (stereo unspecified)	2.8	-0.7	-4	-30	10	2	1.1	21	-1.5
Cc1ccccc1NC(=O)C1CCN(C2=NS(=O)(=O)c3ccccc32)CC1	0.9	-3.2	-4	-6	-7	-3	-0.1	5	-2.6
O=C(CSc1ccc(Cl)cc1)OCc1nnc(-c2ccccc2)o1	-1.5	-0.9	4	15	-11	-36	-0.4	-16	-1.9
CC(C)C(NC(=O)c1ccc(F)cc1)C(=O)Nc1cccnc1 (stereo unspecified)	-1.5	-2.8	-2	-12	7	6	0.2	6	-0.7
CCOC(=O)c1nnc(-c2cccs2)nc1Oc1ccc(Cl)cc1	0.6	-1.3	-5	0	2	17	0.6	9	-1.8
COc1cc(/C=N/Nc2ccc(Cl)c(C(=O)O)c2)ccc1OC(=O)c1ccccc1F	-1.0	-3.6	-8	-1	9	-35	-0.2	-13	-2.8
CC(C)C(NC(=O)/C(=C\c1ccco1)NC(=O)c1ccco1)C(=O)O (stereo unspecified)	0.5	-6.6	-2	-20	-13	29	-0.1	5	-2.0
O=C(NC(Cc1ccccc1)C(=O)O)/C(=C/c1cccc([N+](=O)[O-])c1)NC(=O)c1ccco1 (stereo unspecified)	0.5	-3.2	-8	-8	-18	24	2.3	7	-2.4

The list continues:
SMILES	OXTR agonist	IMP-1 inhibitor	GalR3 antag	GPR7 antagonist	FID counter	PHOSPHO1 block	V1aR counter	HCV NS3 hel inh	VIM-2 inhibitor
O=[N+]([O-])c1ccc(C2CCCC/C2=N/OCc2ccc(F)cc2)c([N+](=O)[O-])c1 (stereo unspecified)	-1.7	-1.3	-6	-1	1	7	0.4	-7	-0.7
CCN1CCN(c2c(Cl)cccc2NC(=O)c2ccc3c(c2)OCCO3)CC1	0.9	-1.6	-4	-14	9	4	0.2	-4	-0.9
O=C(Nc1ccc(S(=O)(=O)NCc2ccco2)cc1)c1ccncc1	2.4	-1.2	2	-4	-2	-1	2.2	-1	-2.9
NC1=NN=C(N2N=C(c3ccccc3)CC2(O)C(F)(F)F)n2ncnc2C1 (stereo unspecified)	-0.3	-4.2	-3	-10	-4	33	1.1	1	-4.1
Cc1cc(-c2cccs2)n[nH]1	-0.3	-0.4	-3	-5	0	11	0.1	-8	0.0
COc1ccc(/C(C)=N\NS(C)(=O)=O)c(OC)c1	1.1	-2.3	0	-3	3	-13	0.6	-6	-3.2
COCCCNC(=S)N/N=C/c1ccccc1O	0.8	-2.4	-6	-5	-8	38	1.8	-4	-3.8
COc1cc(NC(=O)Cn2ncc(Cl)c(Cl)c2=O)c(C)cc1[N+](=O)[O-]	nt	-2.1	0	-1	2	16	nt	9	-4.6
CC1CCN(c2cc(N)c(Cl)cc2[N+](=O)[O-])CC1	-2.0	-1.6	-9	-8	4	6	-1.0	-9	0.3
COCCN(C(=O)CCC(=O)Nc1ccccn1)C(C(=O)NCCC(C)C)c1ccc(C)cc1 (stereo unspecified)	-0.1	-0.5	-9	-6	-34	13	0.3	7	-1.1
CCC1Sc2ccccc2N(CC(=O)NCc2ccc3c(c2)OCO3)C1=O (stereo unspecified)	-1.1	-4.6	-6	1	-26	-1	2.3	6	-4.4
O=C(OCC(=O)N1CCN(S(=O)(=O)c2ccc(Cl)cc2)CC1)c1ccc([N+](=O)[O-])o1	1.1	-1.4	-5	20*	0	32	1.2	16	-3.3
CCCC(=O)Nc1nnc(-c2ccco2)s1	-1.0	-3.1	3	3	-2	25	0.7	-5	-3.9
O=C(Cc1ccc([N+](=O)[O-])cc1)NCC1CCCO1 (stereo unspecified)	0.9	-3.2	-7	-20	-1	27	0.9	2	-2.7
COC(=O)[C@@H](Cc1ccc(O)cc1)NC(=O)[C@H]1CCC(=O)N1C(=O)OCc1ccccc1	-0.1	-0.9	-4	-1	-6	13	1.2	-6	-0.3
CSc1nc(NS(=O)(=O)c2cc(C)c(Cl)cc2Cl)nn1C	0.8	0.1	2	-4	-5	27	0.4	8	2.3
Cc1ccc2c(C)c(C(=O)N3CCN(c4ncccn4)CC3)oc2c1C	nt	0.4	-4	2	-28	nt	nt	-4	0.7
O=C(CCn1nnc2ccccc21)NNC(=O)C1CCCCC1	1.4	-3.0	-8	-9	-7	-12	0.4	4	-1.2
Cc1ccc[n+](CC(=O)N2CCCCC2)c1C	-0.1	-1.4	-4	-10	2	28	0.0	1	-0.6
Cc1cc(Sc2nc(NC(C)C)nc(NC(C)C)n2)nc(Cl)n1	-2.5	-0.8	-3	-8	-14	20	-1.2	7	-1.9
COc1cccc(CC(NC(C)=O)C(=O)NC2CCN(C(=O)C3CC3)CC2)c1OC (stereo unspecified)	0.5	-2.3	-2	-10	-8	4	0.1	4	-2.1
O=C(Sc1ccccc1)c1cccc(Cn2cc(C(F)(F)F)ccc2=O)c1	2.6	1.3	-7	-8	-30	45	4.0	-12	-3.6
COc1ccc(Cl)cc1S(=O)(=O)N1CCC(C(=O)NC2CC2)CC1	1.0	-1.8	-2	-9	-10	32	1.2	-23	-0.9
NC(=O)Cc1ccc2sc(-c3ccccc3)nc2c1	nt	-1.4	-6	-8	-24	-34	nt	9	1.2
CCOC(=O)c1c(NC(=O)CSc2nnc(C)s2)sc2c1CCC(CC)C2 (stereo unspecified)	0.8	-3.8	-8	-8	-4	-32	0.4	9	-1.5
Cc1ccc(CNC(=O)N2CCN(c3ccc(C)cc3)CC2)cc1	-0.8	-2.0	-8	-18	-25	nt	2.8	-8	-0.9

An excerpt from above in order of count of non-hydrogen atoms, rising.
SMILES	OXTR agonist	IMP-1 inhibitor	GalR3 antag	GPR7 antagonist	FID counter	PHOSPHO1 block	V1aR counter	HCV NS3 hel inh	VIM-2 inhibitor
Cc1cc(-c2cccs2)n[nH]1	-0.3	-0.4	-3	-5	0	11	0.1	-8	0.0
CCCC(=O)Nc1nnc(-c2ccco2)s1	-1.0	-3.1	3	3	-2	25	0.7	-5	-3.9
CC1CCN(c2cc(N)c(Cl)cc2[N+](=O)[O-])CC1	-2.0	-1.6	-9	-8	4	6	-1.0	-9	0.3
O=C(CCn1nnc2ccccc21)NNC(=O)C1CCCCC1	1.4	-3.0	-8	-9	-7	-12	0.4	4	-1.2
Cc1ccc(CNC(=O)N2CCN(c3ccc(C)cc3)CC2)cc1	-0.8	-2.0	-8	-18	-25	nt	2.8	-8	-0.9
O=C(Nc1ccc(S(=O)(=O)NCc2ccco2)cc1)c1ccncc1	2.4	-1.2	2	-4	-2	-1	2.2	-1	-2.9
NC1=NN=C(N2N=C(c3ccccc3)CC2(O)C(F)(F)F)n2ncnc2C1 (stereo unspecified)	-0.3	-4.2	-3	-10	-4	33	1.1	1	-4.1
CCN1CCN(c2c(Cl)cccc2NC(=O)c2ccc3c(c2)OCCO3)CC1	0.9	-1.6	-4	-14	9	4	0.2	-4	-0.9

Screening results from PubChem.
